Bioassay records deposited in PubChem by several laboratories.
FBA Mtb inh = Mtb fructose-bisphosphate aldolase inhibition. inhibition, % at 1 µM. 360,000 tested, 2.3% active. AID 588726. purified M. tuberculosis FBA, fluorescence read-out. P9WQA3; in the data active = inhibition above about 27%;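 also: 0% = vehicle and 100% = reference inhibitor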
Target sequence (P9WQA3 whole entry, looked up): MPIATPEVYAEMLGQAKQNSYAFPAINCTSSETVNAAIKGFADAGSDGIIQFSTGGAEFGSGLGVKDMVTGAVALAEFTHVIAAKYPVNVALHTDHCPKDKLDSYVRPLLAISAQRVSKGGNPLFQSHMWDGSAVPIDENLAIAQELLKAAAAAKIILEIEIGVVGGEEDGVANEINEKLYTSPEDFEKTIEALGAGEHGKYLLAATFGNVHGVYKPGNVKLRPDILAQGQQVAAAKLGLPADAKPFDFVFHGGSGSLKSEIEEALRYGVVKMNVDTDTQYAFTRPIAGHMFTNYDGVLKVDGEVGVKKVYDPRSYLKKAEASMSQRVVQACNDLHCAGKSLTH
VHR inh abs = DUSP3 (human) phosphatase inhibition. 290,000 tested, 0.52% active. recombinant VHR phosphatase, pNPP absorbance. inhibition, % at 13.3 µM. AID 1654; in the data active = inhibition above about 50%; also: some compounds called inactive have numbers as strong as hits
Target sequence (P51452 whole entry, looked up): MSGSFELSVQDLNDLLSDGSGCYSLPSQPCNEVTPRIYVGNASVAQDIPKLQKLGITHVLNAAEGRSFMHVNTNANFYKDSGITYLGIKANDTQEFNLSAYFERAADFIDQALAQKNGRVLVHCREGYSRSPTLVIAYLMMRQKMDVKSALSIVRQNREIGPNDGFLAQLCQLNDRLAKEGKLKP
Rv3671c protease = inhibitors of M. tuberculosis serine protease Rv3671c; inhibition, % at 5.96 µM; AID 2606; P9WHR9; 320,000 tested, 0.048% active; in the data active = inhibition above about 38%;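 also: extracellular domain of Rv3671c used as enzyme; 0% = enzyme with DMSO and 100% = no enzyme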
PriA SSB inh = K. pneumoniae PriA-SSBct interaction inhibition; 430,000 tested, 0.6% active; AID 1272365; AlphaScreen SSBct-PriA binding, biotinylated peptide; inhibition, % at 33 µM; in the data active = inhibition mostly above about 37%, no sharp cut-off; inactive = mostly below about 20%;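 also: plate controls were negative control peptide for no effect and reference peptide for full effect; strong numbers were not always called active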
BioA inh = BioA (M. tuberculosis) enzyme inhibition; purified M. tuberculosis BioA enzyme, plate reader; inhibition, % at 9.99 µM; 360,000 tested, 0.096% active; in the data active = inhibition above about 40%
SARS 3CLpro inh = SARS-CoV 3CLpro protease inhibition; 290,000 tested, 0.14% active; recombinant SARS-CoV 3CLpro, quenched FRET peptide cleavage; inhibition, % at 6 µM; in the data active = inhibition above about 12%
UGM FP inh = blocks M. tuberculosis UGM enzyme. P9WIQ1. 320,000 tested, 0.06% active. inhibition, % at 10 µM. AID 504406. purified UGM, fluorescence polarization probe displacement; in the data active = inhibition above about 10%, passing the limit was not always enough
Target sequence (P9WIQ1 whole entry, looked up): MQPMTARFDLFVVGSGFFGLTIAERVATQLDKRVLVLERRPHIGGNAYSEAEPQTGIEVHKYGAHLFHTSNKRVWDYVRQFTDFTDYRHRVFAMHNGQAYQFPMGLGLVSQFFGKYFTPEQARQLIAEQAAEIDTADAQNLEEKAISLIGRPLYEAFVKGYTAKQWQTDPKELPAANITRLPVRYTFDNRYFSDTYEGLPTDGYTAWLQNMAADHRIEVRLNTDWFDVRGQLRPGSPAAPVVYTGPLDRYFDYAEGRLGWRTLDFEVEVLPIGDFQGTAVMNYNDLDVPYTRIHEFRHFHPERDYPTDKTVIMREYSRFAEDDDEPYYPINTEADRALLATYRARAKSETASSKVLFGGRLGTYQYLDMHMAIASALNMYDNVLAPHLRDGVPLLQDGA
MazEF act = activators of E. coli MazEF toxin-antitoxin RNase; P0AE70; FAM/BHQ RNA-DNA oligo cleavage fluorescence, 5 h; activation, % at 20 µM; 350,000 tested, 0.32% active; in the data active = activation above about 50%
Target sequence (P0AE70 whole entry, looked up): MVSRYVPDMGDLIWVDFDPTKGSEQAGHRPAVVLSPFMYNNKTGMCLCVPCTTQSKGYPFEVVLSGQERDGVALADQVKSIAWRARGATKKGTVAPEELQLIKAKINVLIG
GDH-TPI counter = counter-screen for M. tuberculosis FBA inhibitors: GDH-TPI coupled enzymes. AID 588335. inhibition, % at 4.8 µM. 360,000 tested, 1.2% active. GDH-TPI coupled enzyme counterscreen, NADH absorbance; in the data active = inhibition above about 30%;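 also: 0% = DMSO wells and 100% = wells lacking the enzyme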
Vc quorum ag = induces V. cholerae light production without autoinducers; AID 588436; activation, % at 18.7 µM; 350,000 tested, 0.16% active; V. cholerae BH1578 lux reporter, luminescence, 6 h; in the data active = activation mostly above about 9.7%, no sharp cut-off; also: not every result past the cut was called active; inactives centre near 0; reference of the scale not given here
The depositor's hits bear a star; i = inactive; nt = not tested or not shown; + = active, no number; & = joins results of further samples. A portion of the library (hit frequency here may not be typical).

Start of the listing, in advance:
SMILES	FBA Mtb inh	VHR inh abs	Rv3671c protease	PriA SSB inh	BioA inh	SARS 3CLpro inh	UGM FP inh	MazEF act	GDH-TPI counter	Vc quorum ag
CCCCn1c(O)c(C=NCc2ccc3c(c2)OCO3)c(=O)[nH]c1=O	-2	21	-14	-3	nt	-3	-0.9	-4	-4	-0.4
Cc1ccc2c(CNCc3ccco3)cc(=O)oc2c1	-1	35	-4	3	-2.5	3	1.7	-1	3	-0.2
O=C(CSc1n[nH]c(=O)n1-c1ccc2c(c1)OCCO2)Nc1ccccc1	1	20	7	0	-0.3	0	2.1	0	-3	i
CCSS(=O)(=O)c1cccc2cccnc12	-1	-3	-2	32	1.4	2	-3.6	-3	-6	-0.2

All compounds of this part, from the start:
SMILES	FBA Mtb inh	VHR inh abs	Rv3671c protease	PriA SSB inh	BioA inh	SARS 3CLpro inh	UGM FP inh	MazEF act	GDH-TPI counter	Vc quorum ag
CCCCn1c(O)c(C=NCc2ccc3c(c2)OCO3)c(=O)[nH]c1=O	-2	21	-14	-3	nt	-3	-0.9	-4	-4	-0.4
Cc1ccc2c(CNCc3ccco3)cc(=O)oc2c1	-1	35	-4	3	-2.5	3	1.7	-1	3	-0.2
O=C(CSc1n[nH]c(=O)n1-c1ccc2c(c1)OCCO2)Nc1ccccc1	1	20	7	0	-0.3	0	2.1	0	-3	i
CCSS(=O)(=O)c1cccc2cccnc12	-1	-3	-2	32	1.4	2	-3.6	-3	-6	-0.2
CCN(CC)Cc1c(O)ccc2c(=O)c(-c3ccccc3OC)coc12	116*	2	-3	-4	-3.1	-1	2.8	3	15	1.4
O=C(COC(=O)CCC(=O)c1cccs1)NC(=O)c1ccc(OC(F)F)cc1	-1	0	1	-19	nt	-1	-1.2	3	6	3.2
CC(C)N(C(=O)[C@H]1C[C@H](CC(=O)NCCCN(C)C)C(=O)N2CCc3c([nH]c4ccc(Cl)cc34)[C@]12C)C(C)C	2	nt	nt	34	1.5	nt	nt	26	10	-0.4
CC1=CC2=NC(=O)CC(C)(C(=O)N(CC(=O)NC3CCCC3)Cc3ccccc3)N2C=C1 (configuration not stated)	69*	12	-1	1	-0.5	0	-1.4	11	8	-0.3
Cc1ccc(NC(=S)NC(=O)c2cncc(Br)c2)c(C)c1	-2	nt	1	3	-1.3	nt	-0.7	-3	1	1.3
O=C(c1cc(N2CCCCC2)nc2ccccc12)N1CCOCC1	10	17	6	-3	nt	-6	-0.7	0	21	-0.3
CC(=O)N1CCc2cc(S(=O)(=O)CCC(=O)N3CCN(c4ccccc4F)CC3)ccc21	4	-2	-6	-1	4.4	3	2.0	-15	20	i
Cc1cc2cc(CNC(=O)c3ccc(Br)o3)ccc2n1C	6	26	10	-4	-2.3	nt	3.7	-12	7	-0.1
CN(C(=O)CN(C)S(=O)(=O)c1ccc(F)cc1)c1c(N)n(Cc2ccccc2)c(=O)[nH]c1=O	4	nt	2	0	0.1	nt	-2.9	1	9	i
Cc1ccc(NC(=O)CSc2nnc(-c3cccs3)o2)cc1S(=O)(=O)N(C)C	nt	26	0	nt	nt	6	-1.4	nt	nt	nt
COCC1CCCCC1OS(N)(=O)=O (configuration not stated)	-1	-14	-2	6	0.7	-4	-1.7	4	1	i
CN(C)/N=C1\C(=O)N(CN2CCN(c3ccccc3)CC2)c2ccccc21	4	nt	4	nt	-0.7	nt	-0.6	1	8	-5.5
COc1cc(OC)c2c(-c3cccc(/C=C/c4ccc(F)cc4)c3)cc(=O)oc2c1	2	nt	nt	-15	-4.2	nt	nt	-17	16	i
N#CCCNS(=O)(=O)c1ccc(C(=O)OCC(=O)Nc2ccc3c(c2)OCO3)cc1	2	nt	-1	0	-2.0	nt	-0.5	5	2	i
O=C(C1=C[C@H](c2ccc(C(F)(F)F)cc2)C[C@H](OCCCCO)O1)N1CCN(Cc2ccccc2)CC1	-1	39	-2	-5	-0.1	2	1.8	4	-4	i
CC(=O)Nc1c(Cl)n(C(C)=O)c2ccccc12	0	11	0	3	0.3	2	2.5	-4	-2	-3.8
OCCC1CN(Cc2nc3ccccc3s2)CCN1CCc1ccccc1 (configuration not stated)	-2	0	-11	6	3.5	1	2.5	8	-3	3.3
O=C(Nc1ccc(Br)cc1)c1ccc(Br)c(S(=O)(=O)Nc2cccnc2)c1	-1	-5	-69	9	-1.1	4	2.6	15	2	-0.5
Cc1nn(CCOc2ccccc2)c(=O)n1-c1ccccc1F	2	14	-5	-12	0.7	1	0.1	-6	-12	-0.2
CCOc1ccccc1Nc1nc(N2CCCC2)nc(N2CCOCC2)n1	3	nt	0	1	0.0	nt	-1.0	-1	3	i
CCC(OC(=O)C(CC(C)C)NC(=O)c1ccccc1)C(=O)Nc1nnc(C)s1 (configuration not stated)	0	nt	3	-1	-1.5	nt	1.2	-3	6	-0.3
Nc1nc(NCC2CCCO2)nc(Nc2ccccc2)c1[N+](=O)[O-] (configuration not stated)	0	-6	-9	0	-1.7	2	0.0	0	30	-0.6
COC(=O)c1sccc1NC(=O)CSc1ccc(Cl)cc1	-1	34	-3	-79	0.8	7	0.8	-5	-2	i
CCN(CC)Cc1c(O)c(Cl)cc2c(C)cc(=O)oc12	+	30	nt	-13	nt	1	nt	6	10	-0.2
COc1cc(/C=C(\CCC(=O)O)c2nc3ccccc3s2)ccc1OCC(=O)Nc1c(Cl)cccc1Cl	2	nt	-4	2	1.3	nt	1.7	-35	3	0.3
O=c1c2c3c(sc2[nH]c(=S)n1Cc1ccco1)CCC3	-1	18	1	-3	2.9	-1	-0.9	3	22	0.5
N#Cc1ccc(S(=O)(=O)N2CCN(CN3C(=O)CC4(CCCC4)C3=O)CC2)cc1	-1	nt	nt	nt	0.7	nt	nt	4	4	i
COCCNC(=O)c1onc(CSc2ccc(F)cc2)c1C(=O)NCCOC	-2	15	13	-3	-1.9	nt	0.7	1	12	-1.3
CC(=O)NC(c1ccccc1)c1cc([N+](=O)[O-])c2cccnc2c1O (configuration not stated)	-17	-9	-9	44*	1.4	-2	0.9	-5	-2	1.2
COc1cc(Cl)ccc1OCc1cc(C(=O)N2C[C@]3(C)C[C@H]2CC(C)(C)C3)no1	4	32	-2	-13	-1.2	5	1.4	-6	5	-0.5
Clc1ccc(/C=C/c2nc3ccccc3[nH]2)c(Cl)c1	63*	21	-45	-11	-1.2	1	0.0	32	16	i
CCc1ccc(-c2nc(SCC(=O)N(C)C3CCS(=O)(=O)C3)n[nH]2)cc1 (configuration not stated)	3	nt	0	-4	1.3	nt	2.0	5	-2	i
Cc1nc(CS(=O)(=O)c2ccccc2)cc(Sc2ccc(Cl)cc2Cl)n1	-2	-2	-3	-26	nt	8	2.0	-11	-1	8.8
Cn1c(Cn2c(=O)sc3ccccc32)nnc1SCC(=O)Nc1cccc(Cl)c1	-2	5	-13	-3	0.8	3	0.9	0	5	-0.4
CC1(C(=O)Nc2nccs2)CCN1C(=O)CC(c1ccccc1)c1ccccc1 (configuration not stated)	0	nt	nt	nt	-0.5	nt	nt	nt	6	-0.6
COc1ccc(-c2cc(C)no2)cc1S(=O)(=O)NCc1ccc(OC(C)C)cc1	3	8	-9	-2	0.4	-6	-1.1	10	6	-0.1
O=C(CSc1nn(-c2ccc(Cl)cc2)c(=S)s1)N1CCN(C(=O)c2ccco2)CC1	0	-2	7	-2	0.8	-4	-0.9	-4	12	i
Cc1nc(-c2ccc(NS(C)(=O)=O)cc2)cs1	6	5	-3	27&-1	0.9	2	-0.2	-1	3	-0.2
Cc1ccc(CNC(=O)COC(=O)C2CC2)cc1	4	nt	2	-6	-0.8	nt	3.2	8	4	-1.8
O=C1NC(=S)N/C1=C/c1cccc([N+](=O)[O-])c1O	-6	20	0	-2	1.4	3	1.7	16	5	i
CC(=O)Nc1ccccc1NC(=O)c1ccc(C)c(C)c1	0	2	4	-8	0.1	4	-1.8	1	2	-0.3

Individual results from above.
FBA Mtb inh, COc1ccc(-c2cc(C)no2)cc1S(=O)(=O)NCc1ccc(OC(C)C)cc1 → 3
FBA Mtb inh, CCc1ccc(-c2nc(SCC(=O)N(C)C3CCS(=O)(=O)C3)n[nH]2)cc1 (configuration not stated) → 3
BioA inh, Cn1c(Cn2c(=O)sc3ccccc32)nnc1SCC(=O)Nc1cccc(Cl)c1 → 0.8

The listing continues:
SMILES	FBA Mtb inh	VHR inh abs	Rv3671c protease	PriA SSB inh	BioA inh	SARS 3CLpro inh	UGM FP inh	MazEF act	GDH-TPI counter	Vc quorum ag
COc1ccccc1CN(C)C[C@H]1OCc2cnnn2CCCC(=O)N([C@@H](C)CO)C[C@@H]1C	1	nt	nt	nt	0.2&-1.2	nt	nt	2	3	2.3
CS(=O)(=O)N1CCN(c2ccc([N+](=O)[O-])c(NCCN3CCOCC3)c2)CC1	-13	27	-5	-12	-0.7	3	-2.5	15	10	i
CCOc1ccc(OCCC(=O)N(CCOC)c2c(N)n(Cc3ccccc3)c(=O)[nH]c2=O)cc1	-2	nt	nt	2	-0.7	nt	nt	7	-5	-5.5
Cc1cc(NC(=O)COC(=O)Cn2[nH]c(=O)c3ccccc3c2=O)c([N+](=O)[O-])cc1C	0	nt	-6	-16	nt	nt	0.3	19	2	i
O=C(CN1C(=O)NC2(CCOc3ccccc32)C1=O)NCCc1ccccc1 (configuration not stated)	1	nt	-1	-16	0.5	nt	-0.7	12	-2	i
Cc1cc(NC(=O)CSc2nnc(C(F)(F)F)n2C)no1	-2	nt	3	3	-0.4	nt	-1.9	0	2	i
O=C(CN1CCCCCC1)Nc1ccc(Cl)cn1	-3	18	6	-4	-0.9	2	1.2	-4	-1	-0.4
CCOc1ccc(-c2nc(=S)[nH][nH]2)cc1	2	-4	2	0	nt	0	nt	-6	2	-0.6
CC(C)(C)OC(=O)C1C(=O)CC(C)(O)C(C(=O)OC(C)(C)C)C1c1ccco1 (configuration not stated)	-3	9	-1	-7	nt	4	1.7	-7	1	-5.4
CC(NC(=O)NCC1CCCO1)(C(F)(F)F)C(F)(F)F (configuration not stated)	0	-16	-4	-9	-0.8	4	2.4	8	5	-0.6
C=CCN(CC=C)c1cnn(-c2nc3ccccc3[nH]2)c(=O)c1Cl	2	-10	4	2	1.0	2	2.2	4	19	0.6
C=CCc1ccc(OCC(O)CN2CCN(c3ccccc3)CC2)c(OC)c1 (configuration not stated)	-3	-3	-3	-4	nt	8	-1.1	-3	-7	i
Cc1c(CCOC(=O)c2ccc(Cl)cc2Cl)sc[n+]1CC(=O)c1ccccc1	0	nt	5	-1	nt	nt	-1.0	18	9	-1.9
Cc1coc2cc3oc(=O)c(CCC(=O)NCCCn4ccnc4)c(C)c3cc12	15	17	-2	7	-0.4	-7	0.1	5	6	-0.6
O=C(COC(=O)c1ccc(Cl)c(S(=O)(=O)N2CCCCC2)c1)NCc1ccco1	0	-2	-2	-6	0.6	-4	1.0	-50	-12	-0.3
Nc1nc(SC2c3cccc4cccc(c34)C2NS(=O)(=O)c2ccccc2)n[nH]1 (configuration not stated)	0	2	-3	19	nt	4	1.0	6	5	i
Cc1ccc(-n2c(-c3cccnc3)n[nH]c2=S)c(C)c1	-1	-16	-29	-9	-0.4	-1	-3.1	-6	14	-0.1
CCNC(=S)Nc1ccc(C)c(S(=O)(=O)Nc2ccccc2OC)c1	3	-10	1	1	nt	-1	-1.7	-2	13	i
CCOCCc1nnc(NC(=O)C2CC(=O)N(CCc3ccc(F)cc3)C2)s1 (configuration not stated)	-5	16	-4	-2	-0.8	0	-1.6	2	0	-0.5
Cc1ccc2nc(N3CCN(C(=O)c4ccco4)CC3)sc2c1	0	nt	-2	-3	nt	nt	-1.8	-2	16	i
Cc1nnsc1NC(=O)OCC(C)C	1	15	-1	-3	7.0	0	1.3	-7	4	-0.6
CN(c1cccc(NC(=O)CN(c2ccc(F)cc2)S(C)(=O)=O)c1)S(C)(=O)=O	0	31	-8	-2	-1.8	-3	2.3	-5	0	-0.9
CC(C)c1ccc(C2C(C#N)=C(N)N3C(=C2C#N)Sc2ccccc23)cc1 (configuration not stated)	nt	34	-3	nt	nt	-5	3.6	nt	nt	nt
